High-throughput results deposited in PubChem BioAssay by several laboratories.
Myeloid diff MLP = induction of myeloid progenitor differentiation, primary screen, cell-based, flow cytometry, MLPCN library | ER-HoxA9 myeloid progenitors, lysozyme-GFP differentiation | calls only at 10 µM | actives 1% (n = 360,000) | AID 624256, 2012;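 active means normalized GFP-positive differentiation at or above the plate's own cutoff, the solvent-only control mean plus 3 SD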;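 further: cells exposed to compound for four days before flow analysis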
GPR55 beta-arrestin = GPR55 agonists via beta-arrestin recruitment, primary screen, imaging, U2OS cells, beta-arrestin-GFP redistribution (AID 1961). U2OS GPR55 beta-arrestin-GFP redistribution imaging; higher % means a stronger effect. activation, % at 10 µM, or EC50 in µM where a hit was titrated. actives 0.048% (n = 290,000);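 active means activation above 40% with more than 50 cells counted in the well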;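 further: U2OS osteosarcoma cells stably expressing GPR55 and beta-arrestin-GFP; plate controls were DMSO negative control for no effect and LPI positive control for full effect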
NOD1 inhibition = NOD1 signaling inhibitors, primary screen, cell-based, luminescence, uHTS (AID 1578); NOD1-driven NF-kB luciferase reporter cells, luminescence; higher % means a stronger effect; inhibition, % at 4 µM; hits with a dose series show EC50 in µM; actives 1% (n = 290,000); in the data active means inhibition mostly above about 36%, no sharp cut-off; inactive means mostly below about 34%;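 further: HEK-293T reporter cells stimulated with the NOD1 agonist gamma-tri-DAP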
NTR1 ag = agonists of NTR1, primary screen, imaging, U2OS cells, beta-arrestin-GFP, high content (AID 493036); Neurotensin receptor type 1 (Homo sapiens), P30989; NTR1-U2OS beta-arrestin-GFP spot imaging, agonist mode; activation, % at 20 µM; actives 0.17% (n = 330,000);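 active means activation at or above 40% of the spot to cytoplasm intensity ratio, with at least 20 cells analyzed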;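 further: 0% = DMSO without peptide and 100% = 100 nM NTR1 peptide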
Target sequence (P30989 whole entry, looked up): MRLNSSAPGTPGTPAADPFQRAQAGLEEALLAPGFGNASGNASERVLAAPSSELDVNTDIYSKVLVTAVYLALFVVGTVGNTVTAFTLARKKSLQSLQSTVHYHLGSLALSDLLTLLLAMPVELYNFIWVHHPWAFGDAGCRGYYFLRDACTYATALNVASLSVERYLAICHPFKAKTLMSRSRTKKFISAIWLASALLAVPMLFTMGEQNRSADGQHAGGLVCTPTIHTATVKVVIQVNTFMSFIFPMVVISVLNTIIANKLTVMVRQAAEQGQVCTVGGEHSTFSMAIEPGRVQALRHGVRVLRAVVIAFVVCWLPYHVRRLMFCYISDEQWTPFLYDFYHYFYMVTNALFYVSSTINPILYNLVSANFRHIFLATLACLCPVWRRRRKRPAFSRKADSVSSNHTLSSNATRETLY
GPR55 LPI antagonism = GPR55 antagonists blocking LPI-driven arrestin recruitment, primary screen, imaging, U2OS, beta-arrestin-GFP, LPI agonist (AID 2013); actives 0.13% (n = 290,000); inhibition, % at 10 µM, or IC50 in µM where a hit was titrated; U2OS GPR55 beta-arrestin-GFP translocation imaging, LPI antagonism; higher % means a stronger effect; G-protein coupled receptor 55 (Homo sapiens);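 active means spots per cell inhibited over 60%, with over 100 cells counted and total cytoplasm intensity under 500,000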;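 further: U2OS cells stably carrying GPR55 and arrestin-GFP stimulated by 5 µM LPI near EC80; imaged beta-arrestin-GFP aggregate spots per cell after agonist stimulation; plate controls were LPI-stimulated DMSO wells for no effect and DMSO wells without LPI for full effect; some results filed as inactive read as strong as hits; confirmed hits need IC50 under 10 µM and bright autofluorescent wells are also inconclusive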
NOD2 inhibition = NOD2 signaling inhibitors, cell-based, luminescence, uHTS, HEK293 (AID 1566); actives 0.63% (n = 290,000); HEK293 NOD2/NF-kB luciferase reporter, luminescence; higher % means a stronger effect; one-dose inhibition, % at 4 µM; EC50 in µM for titrated hits; further: many of its hits are not listed in these tables
KOR beta-arrestin-1 = KOR agonists, beta-arrestin recruitment, primary screen, cell-based, luminescence, uHTS (AID 1777) | actives 0.02% (n = 280,000) | activation, % at 10 µM; hits with a dose series show EC50 in µM | KOR beta-arrestin recruitment, luminescence; higher % means a stronger effect; in the data active means activation above about 50%, passing the limit was not always enough; further: a part of the inactive calls stands beside numbers as strong as those of hits
KOR beta-arrestin-2 = KOR antagonists, beta-arrestin recruitment, cell-based, luminescence, uHTS (AID 1778). KOR beta-arrestin recruitment, luminescence, antagonist mode; higher % means a stronger effect. actives 0.091% (n = 290,000). inhibition, % at 10 µM; hits with a dose series show IC50 in µM. Kappa-type opioid receptor (Homo sapiens); further: strong numbers were not always called active
T cell modulator = modulators of CD8 T cell-vesicle binding, primary screen, mouse 2C CD8+ T cells, flow cytometry; 2C CD8+ T cell-vesicle binding; stronger effect = lower value; calls only at 7 µM; actives 0.068% (n = 330,000);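 active means response, share of CD8 T cells binding vesicles, and their 90th percentile fluorescence all below set limits, cut at about 80% in these data, passing the limit was not always enough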
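Material: murine 2C transgenic CD8+ T lymphocytes / Also added: QL9-peptide-loaded Drosophila micro-vesicles bearing Ld, ICAM-1 and B7-1 / Schedule: binding step 1.5 h, 37 °C, antibody labelling 20 min, ice / Signal: flow cytometry, PE anti-B7-1 (FL2) versus Alexa647 anti-CD8 (FL8), PFA-fixed / Evaluation: percent CD8+ FL2 mean versus row control / Benchmarks: naked versus QL9-loaded vesicles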
T cell modulator vesicle-bound % = second read-out of T cell modulator, no call of its own (marks repeat the call); double positive events, %; measured here: CD8+ vesicle-bound cell fraction;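 binding gate set so that unloaded-vesicle control wells show 10% double positive cells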
NTR1 ag cell count 20 µM = also measured in NTR1 ag; calls as there; cell count; measured here: cell count, cytotoxicity flag
Myeloid diff MLP GFP+ MAC1+ % = recorded beside Myeloid diff MLP, whose call it bears; GFP+ MAC1+ double positive, %; measured here: differentiation confirmed by MAC1 staining
* hit, by the source's call; i = inactive; nt = no result given; + = active, no number; & = joins results of further samples; [ ] = dose if it differs, or a comment. Unless noted, no stated cut-off is given here; in the data, active means inhibition above about 50%; inactive means the rest. An excerpt (hit frequency here may not be typical).

Value order: Myeloid diff MLP, Myeloid diff MLP GFP+ MAC1+ %, GPR55 beta-arrestin, NOD1 inhibition, NTR1 ag, NTR1 ag cell count 20 µM, GPR55 LPI antagonism, NOD2 inhibition, KOR beta-arrestin-1, KOR beta-arrestin-2, T cell modulator, T cell modulator vesicle-bound %
COc1cc(OC)cc(C(=O)N[C@H](C(=O)OCC(=O)c2ccc3c(c2)NC(=O)CO3)C(C)C)c1
    i, 0.5, -0.1%, -21%, -1.4, 76, 10%, -9%, 0.9%, 24%, i, 43
COc1ccccc1C(=O)C1CCCN(C(=O)c2cc(C(C)C)no2)C1 (stereo unspecified)
    i, 0.3, 0.2%, -31%, -1.2, 59, 6%, 3%, nt, -12%[20 µM], i, 35
c1ccc2c(c1)ccc1nnc(SCc3ccc4c(c3)OCO4)n12
    i, 1.9, -0.1%, -38%, 0.0, 95, -4%, -16%, 2.6%, -28%, i, 44
CCC(C(=O)Nc1ccccc1OC)n1c(C(=O)OC)cc2ccsc21 (stereo unspecified)
    +, 34*, -0.2%, 1%, 4.3, 60, 30%, 4%, 2.3%, 4%, i, 15
COc1ccccc1-c1noc(-c2cc(OC)c(OC)c(OC)c2)n1
    i, 0.8, -0.1%, -24%, 4.6, 73, -1%, 11%, -0.4%, 22%, i, 37
CN1CCC(OC(=O)COc2ccc(Cl)cc2Cl)CC1
    i, 0.2, -0.4%, -6%, -0.4, 59, -9%, 3%, 4.2%, -42%, i, 53
COCCn1c(Cc2ccccc2)nnc1SCC(=O)NC(C)C
    i, 0.5, 0.3%, -8%, -1.0, 63, -26%, 5%, 2.7%, -26%, i, 40
CCn1c(SCC(=O)c2ccccc2)nc2c(c1=O)SC(C)C2 (stereo unspecified)
    i, 2.5, -0.1%, -24%, 0.2, 55, 0%, -20%, 1.8%, -19%, i, 57
O=[N+]([O-])c1ccc(/C=N/Nc2nc(N3CCOCC3)nc(N3CCOCC3)n2)cc1
    i, 0.6, 0.5%, -16%, 1.0, 51, 5%, 18%, -6.4%, -21%[20 µM], i, 12
O=S1(=O)N=C(N/N=C/c2ccco2)c2ccccc21
    i, 0.0, 0.2%, -28%, -0.9, 30, 1%, 12%, -8.4%, -7%, i, 37
O=C(Nc1ccncc1)c1cn(-c2ccccc2)nc1-c1cccs1
    i, 0.5, 0.0%, 37%, 8.7, 98, 6%, 2%, 3.6%, -18%, i, 55
OCC[C@@H]1C[C@@H](O)[C@H](O)[C@]2(CCc3ccccc3O2)O1
    i, 0.6, -0.2%, 6%, -2.6, 101, 9%, -5%, -1.7%, -27%[20 µM], i, 32
CCOc1cc(C(=O)N/N=C(\C)Cc2ccc(OC)cc2)cc(OCC)c1OCC
    i, 1.0, 0.0%, -37%, 1.1, 42, 8%, 0%, -1.2%, 14%, i, 32
COc1cc(C(=O)NC2Cc3ccccc3C2)ccc1OC1CCN(C(C)=O)CC1
    i, 0.1, -0.1%, -11%, 1.2, 66, -2%, -12%, -0.1%, -10%, i, 10
COc1ccc(CNC(=O)CN(C(=O)CCC(=O)Nc2ccccn2)c2ccc(C)cc2)cc1
    i, 1.1, 0.2%, -11%, -0.2, 55, 19%, -9%, -2.1%, -18%, i, 36
Cc1nc2ccc(S(=O)(=O)NCC(=O)N3CCN(c4ccccc4)CC3)cc2s1
    i, 1.1, 0.0%, -7%, -0.2, 42, 18%, 21%, -1.0%, -2%, i, 49
CC12CCC(=O)N1C(C(=O)OCC(=O)Nc1ccc(S(N)(=O)=O)cc1)CS2 (stereo unspecified)
    i, 0.9, -0.4%, -21%, 1.1, 39, -2%, 18%, 8.9%, 2%, i, 50
COc1ccc(NC(=S)N2CCC(NC(=O)c3ccc(F)cc3)CC2)cc1
    i, 0.9, -0.4%, -29%, 1.4, 45, 7%, -9%, 5.9%, -26%, i, 32
NC(=O)CC(NC(=O)c1cccc(Br)c1)c1ccc(N2CCC(N3CCCCC3)CC2)c([N+](=O)[O-])c1 (stereo unspecified)
    i, 0.7, 0.0%, -8%, 1.6, 91, 6%, 12%, -4.7%, 17%[20 µM], i, 31
CCc1nc2ccc(C(=O)N3CCN(c4ccccc4F)CC3)cc2nc1CC
    i, 4.9, -0.1%, -26%, 2.6, 72, 1%, 22%, -3.9%, 11%, i, 34
O=S(=O)(NCC1CCCO1)c1ccccc1F (stereo unspecified)
    i, 0.4, 0.3%, -14%, -1.8, 50, -5%, 7%, -0.5%, -1%, i, 27
COc1cc(Nc2ccccn2)cc(C(=O)Nc2cccc(C(F)(F)F)c2)c1
    i, 0.4&2.5, -0.1%, -2%, 30, 73, 8%, 8%, nt, -2%, i, 16
COc1cccc(/C=C/C(=O)NCc2cn3cc(Cl)ccc3n2)c1
    i, 1.0, -0.3%, -28%, -0.2, 57, 8%, 23%, 1.4%, 11%, i, 47
COc1cccc(-n2c(=S)[nH]c3c(oc4ccccc43)c2=O)c1
    i, 0.5, -0.1%, -15%, -0.6, 64, 9%, 3%, -4.4%, 8%, i, 48
CCOc1ccc(N/C=C/C(=O)c2ccc(OC)cc2)c([N+](=O)[O-])c1
    i, 4.8, 0.2%, -30%, 8.7, 42, 14%, -140%, 4.7%, -32%, i, 43
O=C(N/N=C/c1cccc([N+](=O)[O-])c1)c1cc(-c2ccc3c(c2)OCO3)n[nH]1
    i, 0.4, 0.7%, -3%, -0.7, 45, 7%, -16%, 20%, -136%, i, 62
Cc1ccc(C)c(NC(=O)CSc2cccc3cccnc23)c1
    i, 0.5, 0.0%, 2%, -1.6, 50, -7%, 13%, 2.6%, -17%, i, 56
COc1ccc(C(=O)C2CCN(C(=S)NCCc3ccccc3)CC2)cc1
    i, 0.6, -0.3%, -26%, 4.6, 36, -1%, -33%, -1.4%, 1%, i, 30
COc1ccccc1N1CCN(C(=O)CCCn2nc(C)c([N+](=O)[O-])c2C)CC1
    i, 0.4, -0.2%, -14%, 1.8, 71, 0%, 4%, -1.5%, 9%, i, 36
CCOc1cc2[nH]c(=O)n(CCCC(=O)NCc3ccco3)c(=O)c2cc1OCC
    i, 0.1, -0.1%, -50%, -0.5, 72, 5%, 9%, 3.7%, -24%, i, 43
CCCCn1c(N)c(N(CCOC)C(=O)CSc2nc3ccc(C)cc3[nH]2)c(=O)[nH]c1=O
    i, 0.4, -0.2%, -17%, -0.3, 99, 0%, 0%, -0.5%, 17%, i, 44
CSCc1ccc(C(=O)NC2CC(C)(C)Cc3c2cnn3-c2ccc(F)cc2)o1 (stereo unspecified)
    i, 2.2, -0.2%, -10%, 0.2, 58, 7%, 20%, -3.1%, 6%, i, 18
COc1cc2c(cc1OC)C(COc1ccccc1OC)N(C(=O)C(C)C)CC2 (stereo unspecified)
    i, 0.1, -0.3%, -26%, -1.2, 67, 12%, -4%, -4.2%, 9%, i, 47
Cc1onc(C(=O)Nc2sc3c(c2C#N)CCCC3)c1[N+](=O)[O-]
    i, 0.4, -0.4%, 17%, -1.5, 79, 3%, -16%, -3.1%, -5%, i, 56
CCN1CCN(C(=O)C2CCN(S(=O)(=O)c3ccc(SC)cc3)CC2)CC1
    i, 0.4, -0.2%, -3%, 0.8, 52, -3%, 8%, -4.1%, -18%, i, 11
CC(C)(C)c1ccc(S(=O)(=O)N2CCc3nc4ccccc4c(C(=O)O)c3C2)cc1
    i, 1.3, -0.3%, -10%, -0.7, 99, 4%, -11%, -5.6%, -12%, i, 40
O=C(Nc1ccccc1)c1cc(S(=O)(=O)N2CCSCC2)ccc1Cl
    i, 0.7, 0.2%, -3%, nt, nt, 12%, 15%, -0.1%, 22%, i, 52
COc1ccc(-c2[nH]ncc2CN2CCN(Cc3cccs3)CC2)cc1F
    i, 1.7, -0.1%, -2%, 7.6, 47, 3%, 9%, nt, -33%[20 µM], i, 35
COC(=O)CCC(=O)COc1ccc(OC)cc1C#N
    i, 0.6, 0.2%, -37%, -0.4, 45, 14%, -75%, -2.4%, -4%, i, 36
Cc1ccnc(Nc2nc(-c3ccc(O)c(O)c3)cs2)c1
    i, 0.6, 0.3%, -53%, 14, 46, -9%, -27%, 2.2%, -9%, i, 61
CC(CN1CCCC1)OC(=O)Cc1ccc(Cl)cc1 (stereo unspecified)
    i, 0.4, -0.1%, -6%, 0.7, 75, 14%, 11%, 2.8%, -3%, i, 62
CN(c1ccccc1)S(=O)(=O)c1cccc(NC(=O)c2cc3ccccc3oc2=O)c1
    i, 0.7, 0.0%, -4%, -0.6, 60, -12%, -53%, 4.2%, -115%, i, 33
COc1cc2c(cc1OC)C(C)N(C(=O)c1sccc1C)CC2 (stereo unspecified)
    i, 1.4, 0.0%, -16%, 2.0, 47, -6%, 8%, 0.2%, -21%, i, 15
Cc1ccc(C2=Nc3ccccc3N=C(C(Cl)Cl)C2)cc1
    i, 0.2, 0.6%, 28%, 3.0, 47, 9%, -19%, -2.8%, 4%, i, 36
CCOc1cc(/C=C2/C(=O)ON=C2C)cc(Br)c1O
    i, 0.7, 0.0%, 26%, 2.6, 92, 9%, -13%, -3.3%, 5%, i, 34
CCN(CC)CCN1C(=O)C(O)=C(C(=O)c2cc3cccc(OC)c3o2)C1c1ccc(F)cc1 (stereo unspecified)
    i, 0.2, 0.1%, -10%, -1.3, 50, -8%, 14%, -1.6%, -14%, i, 59
O=C(CSc1nncn1-c1ccccc1)NC1CCCC1
    i, 1.2, -0.2%, -23%, -0.4, 66, -2%, -2%, -2.4%, 2%, i, 12
CCOc1ccccc1N1CC(C(=O)N2CCOCC2)CC1=O (stereo unspecified)
    i, 0.4, -0.1%, 35%, -1.8, 42, -4%, -14%, 6.9%, -68%, i, 23
Cc1cccc(C)c1NC(=S)N(CCN(C)C)Cc1cccs1
    i, 0.7, -0.3%, -20%, 1.4, 49, 14%, 8%, -1.8%, 11%, i, 48
O=C(CN1CCN(C(=O)c2ccco2)CC1)Nc1ccc(F)cc1F
    i, 0.7, -0.2%, -7%, 0.4, 63, 10%, 4%, 0.7%, -6%, i, 44
